MT stabilizer – microtubule stabilizers in HeLa cells; % tubulin-high responders, % at 10 µM; HeLa tubulin immunostaining HCS, 24 h; share of cells brighter than vehicle mean+2SD; hit rate 0.83% among 200,000;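 active means plate Z-score above 3 for both tubulin-high and condensed-nucleus cell shares, with cell loss under 80%, at 10 µM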;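 further: anti alpha tubulin signal scored within the nucleus-defined area of each cell; some results filed as inactive read as strong as hits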
Yfh1-depleted yeast – mitochondrial function rescue without frataxin homolog – Friedreich's ataxia, plus single-dose screen, dose response (AID 1465) | S. cerevisiae Yfh1-off respiration, WST-1 reduction, 72 h; higher fold induction means a stronger effect | fold induction at 50 µM; hits with a dose series show EC50 in µM | hit rate 0.074% among 220,000;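 active means fold induction of absorbance versus untreated yeast above a set limit, then at least 30% activation at any dose in follow-up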;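 further: activators that raise dye reduction in frataxin-depleted yeast; strong numbers were not always called active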
NOD1 NF-kB reporter – inhibition of NOD1-driven NF-kB reporter – cell-based, luminescence, uHTS, primary screen (AID 1578). NOD1-driven NF-kB luciferase reporter cells, luminescence; higher % means a stronger effect. inhibition, % at 4 µM, or EC50 in µM where a hit was titrated. hit rate 1% among 290,000; in the data active means inhibition mostly above about 36%, no sharp cut-off; inactive means mostly below about 34%;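 further: HEK-293T reporter cells stimulated with the NOD1 agonist gamma-tri-DAP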
Insulin prom up – MIN6 insulin promoter up-regulation; z-score at 5 µM; hit rate 0.3% among 190,000; MIN6 insulin promoter-GFP reporter, high-content imaging; stronger effect = higher value;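 active means z-score above 3 at 5 µM with at least 500 cells counted in the well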
HEK293 NOD2/NF-kB – inhibition of NOD2-driven NF-kB reporter – cell-based, luminescence, uHTS, HEK293 (AID 1566). HEK293 NOD2/NF-kB luciferase reporter, luminescence; higher % means a stronger effect. inhibition, % at 4 µM, or EC50 in µM where a hit was titrated. hit rate 0.63% among 290,000; in the data active means inhibition above about 50%; further: many of its hits are not listed in these tables
Autophagy mod – alters autophagy in cells; MEF GFP-LC3 puncta imaging; test concentration mostly 10 µM; calls only at 10 µM (by protocol); hit rate 0.98% among 190,000;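 active means percentage of spot-positive cells more than 3 SD above its plate mean, without a fluorescence outlier flag or 80% toxicity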;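 further: spot-positive cell cutoff set from DMSO-treated cells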
Dynein cargo inh – dynein cargo transport inhibition; 3617.4 mouse cells, GR-EGFP nuclear translocation imaging; test concentration mostly 20 µM; stimulated with dexamethasone, 1 µM; stronger effect = lower value; z-score, hits read low; hit rate 0.47% among 220,000; AID 1381;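 active means plate z-score of nuclear minus cytoplasmic receptor signal below a set negative limit, without overly bright fluorescence or cell loss, cut at about -3.5 in these data, passing the limit was not always enough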;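 further: z-score of nuclear minus cytoplasmic ring GR-EGFP intensity difference per well; some compounds called inactive have numbers as strong as hits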
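Buffer or medium – tet-free medium with charcoal-stripped serum · Signal – automated 10x imaging of fixed Hoechst-stained cells · Also added – dexamethasone agonist, 1.0 µM final, for 30 min · Incubation – induction 48 h, compound 1 h, agonist 30 min · Read-out – GR-EGFP nuclear translocation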
b-catenin transl – alters nuclear translocation of beta-catenin in HeLa cells; immunofluorescence imaging; nuclear translocation activity, % at 5 µM; hit rate 0.3% among 190,000;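 active means nuclear translocation activity above 50% at 5 µM, with a well cell count of 50 or more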;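 further: per-cell ratio of nuclear to cytoplasmic median beta-catenin stain intensity; plate controls were DMSO negative control for no effect and GSK-3 inhibitor IX positive control for full effect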
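Test system: human HeLa cells, native beta-catenin. Compound dosing: 5 µM primary single dose, 0.1% DMSO, 0.02–20 µM confirmation series. Incubation: compound exposure 24 h at 37°C. Detection: beta-catenin immunostaining with DAPI counterstain, 20x imaging, 6 fields/well. Read-out basis: Nuclear/cytoplasmic beta-catenin signal ratio, % activation.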
P. falciparum M17LAP – P. falciparum M17LAP inhibitors, primary screen, biochemical, fluorogenic H-Leu-NHMec substrate, 1536-well (AID 1619); recombinant M17LAP, H-Leu-NHMec fluorogenic kinetic assay; higher % means a stronger effect; inhibition, % at 30 µM; hits with a dose series show IC50 in µM; hit rate 0.38% among 220,000;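 active means compound inhibiting the enzyme by more than half at any dose during confirmatory dose-response retesting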;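 further: plate controls were full reaction with DMSO carrier for no effect and no enzyme background for full effect; strong numbers were not always called active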
Dynein cargo inh cytoplasmic EGFP – also measured in Dynein cargo inh; calls as there; z-score; measured here: cytoplasmic GR-EGFP intensity; stronger effect = higher value
Dynein cargo inh nuclear GR-EGFP – recorded beside Dynein cargo inh, whose call it bears; z-score; measured here: nuclear GR-EGFP intensity;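 lower value marks the stronger effect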
Dynein cargo inh cell count – also measured in Dynein cargo inh; calls as there; z-score; measured here: cell count per field
Insulin prom up cell count – second read-out of Insulin prom up, no call of its own (marks repeat the call); cell count; measured here: cytotoxicity, nuclei count;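 total cells summed across four imaged fields per well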
b-catenin transl cell count 5 µM – recorded beside b-catenin transl, whose call it bears; cell count; measured here: cell count, cytotoxicity flag
MT stabilizer Hoechst-high % – second read-out of MT stabilizer, no call of its own (marks repeat the call); % Hoechst-high responders; measured here: nuclear condensation Hoechst responders;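 share of cells brighter than vehicle mean plus two SD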
MT stabilizer cytotoxicity % – further read-out of MT stabilizer, marked with its call; toxicity, %; measured here: cytotoxicity by cell density;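 0% = mean cell density of plate MIN control wells and 100% = no cells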
Autophagy mod cell loss 18 h – second read-out of Autophagy mod, no call of its own (marks repeat the call); toxicity, %; measured here: cell loss, nuclei count;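 cell loss after 18 h compound exposure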
Active calls of the source: *; i = inactive; x = no result given. Some of the compounds tested; the hit share may differ from the screen's.

SMILES	MT stabilizer	MT stabilizer Hoechst-high %	MT stabilizer cytotoxicity %	Yfh1-depleted yeast	NOD1 NF-kB reporter	Insulin prom up	Insulin prom up cell count	HEK293 NOD2/NF-kB	Autophagy mod	Autophagy mod cell loss 18 h	Dynein cargo inh	Dynein cargo inh cytoplasmic EGFP	Dynein cargo inh nuclear GR-EGFP	Dynein cargo inh cell count	b-catenin transl	b-catenin transl cell count 5 µM	P. falciparum M17LAP
O=C(CCNc1ccc(Cc2ccncc2)cc1)c1ccc([N+](=O)[O-])cc1	5.7	1.9	9.1	i	4%	0.29	1388	-29%	i	8	0.085	-0.31	0.092	-0.32	-0.4	1563	-3%
CCc1c(C)nc2ncnn2c1N1CCCC(C(=O)NCc2cccs2)C1 (stereo not given)	4.2	2.9	3.8	i	-29%	-0.48	1348	11%	i	3	-0.49	-0.35	-0.32	0.68	0.7	1545	10%
Cc1cc(OCc2nn[nH]n2)c2c(-c3ccccc3)cc(=O)oc2c1	3.2	2.4	3.9	i	-3%	0.05	915	-6%	i	2	0.96	-0.19	0.77	-0.4	0.5	1179	33%
COc1cc(CNCCN2CCOCC2)ccc1OCc1cccc(Cl)c1	2.0	2.1	8.7	i	-15%	x	x	-6%	i	-9	0.3	-0.24	0.82	1.6	0.2	1215	2%
CC1CCc2cc(F)ccc2N1C(=O)CSc1nnc2c3cc(F)ccc3n(C)c2n1 (stereo not given)	5.0	2.2	8.2	i	-16%	-0.18	1534	21%	i	0	-0.28	-0.23	-0.22	-0.051	-1.7	1050	-6%
CCOc1cc(-c2noc(N)c2C(=O)OC)cc(OCC)c1OCC	5.8	4.2	7.1	x	-1%	-0.22	1483	-26%	i	1	1.4	-0.14	1.1	-0.98	-1.2	1434	-7%
CC1=C(C(=O)OCc2ccccc2)C(/C=C/c2ccccc2)NC(=S)N1 (stereo not given)	5.0	1.3	13	i	2%	0.03	1564	17%	i	15	-0.18	-0.25	-0.18	0.017	-0.9	1084	1%
CC(C)CNC(=O)c1ccccc1NC(=O)CCSc1ccccc1	1.4	3.4	8.0	i	-18%	0.22	1492	-6%	i	-3	-0.65	-0.33	-0.59	0.69	4.4	1098	-10%
CCN(Cc1ccccc1)C(=O)COC(=O)Cn1cnc2ccccc21	3.8	1.7	20	i	-25%	0.13	1222	6%	i	5	1.4	-0.31	1.2	-0.39	1.1	1040	22%
COC(=O)CC(NC(=O)C1CC1)c1ccc2c(c1)OCO2 (stereo not given)	3.3	2.1	7.2	i	1%	x	x	-4%	i	22	-0.83	-0.34	-0.27	0.33	-0.9	1197	10%
CCNc1nc(NCC)nc(N(C#N)C(C)C)n1	x	x	x	i	-5%	-1	1129	-5%	x	x	-0.13	-0.23	0.31	0.83	-0.3	1348	-6%
CCCC(=O)NC(=S)Nc1cc(-c2nc3ncccc3o2)ccc1C	x	x	x	i	-3%	x	x	-47%	x	x	-1.3	-0.28	-0.27	2	-1.3	1340	-3%
Cc1ccc(NC(=O)CSc2nnc(CNC(=O)c3ccccc3F)o2)cc1	1.4	1.4	8.9	i	-8%	0.45	1141	-7%	i	6	0.34	-0.33	0.18	0.5	0.8	1046	11%
Clc1ccc2noc(-c3ccccc3)c2c1	3.7	1.6	4.2	i	24%	2.7	773	8%	i	23	0.0051	-0.078	-0.035	1.2	-0.3	1129	-4%
COc1ccc(CCn2c(C)cc(C(=O)CSc3nnc(N)s3)c2C)cc1	4.5	2.5	8.8	x	8%	x	x	15%	i	-7	0.00058	-0.23	0.077	-0.24	-3.3	1207	-1%

Reprinted from the part before: two entries; new compounds follow.
SMILES	MT stabilizer	MT stabilizer Hoechst-high %	MT stabilizer cytotoxicity %	Yfh1-depleted yeast	NOD1 NF-kB reporter	Insulin prom up	Insulin prom up cell count	HEK293 NOD2/NF-kB	Autophagy mod	Autophagy mod cell loss 18 h	Dynein cargo inh	Dynein cargo inh cytoplasmic EGFP	Dynein cargo inh nuclear GR-EGFP	Dynein cargo inh cell count	b-catenin transl	b-catenin transl cell count 5 µM	P. falciparum M17LAP
Clc1ccc2noc(-c3ccccc3)c2c1	3.7	1.6	4.2	i	24%	2.7	773	8%	i	23	0.0051	-0.078	-0.035	1.2	-0.3	1129	-4%
COc1ccc(CCn2c(C)cc(C(=O)CSc3nnc(N)s3)c2C)cc1	4.5	2.5	8.8	x	8%	x	x	15%	i	-7	0.00058	-0.23	0.077	-0.24	-3.3	1207	-1%
Cc1ccccc1CN1C(=O)C2(OCCCO2)c2ccccc21	1.7	1.2	7.6	i	-20%	-0.28	1477	0%	i	-3	-0.72	-0.22	-0.24	1.3	-4.7	978	4%
O=C(NCCc1csc(-c2cccnc2)n1)c1ccccc1Br	x	x	x	i	-16%	-0.42	971	7%	x	x	0.43	-0.23	0.79	0.13	0.1	1294	11%
CC(=O)Nc1ccc(OCC(=O)NCc2ccccc2)cc1	5.5	1.6	9.0	i	-9%	0.21	1630	4%	i	0	-0.49	-0.15	-0.33	-0.039	-2.9	997	2%
O=C1S/C(=C\C=C\c2ccco2)C(=O)N1c1ccc(O)cc1	2.5	2.0	11	i	-37%	-0.02	1361	-14%	i	15	-1.4	0.19	-0.85	-0.54	-0.8	1145	41%
COc1ccc(N2CCN(C(=O)C(OC(C)=O)c3ccccc3)CC2)cc1 (stereo not given)	3.9	2.0	1.6	i	-14%	0.06	1314	-7%	i	-4	-0.45	-0.2	-0.5	0.97	x	x	-7%
CC(=O)/C(N=Nc1ccc2c(c1)OCCO2)=C(\C)O	3.0	2.8	5.3	i	-33%	0.13	1177	-44%	i	-12	0.91	-0.2	0.46	0.15	0.5	1089	35%
Cn1c(=O)cc(C(=O)N/N=C/c2ccc(Cl)cc2)[nH]c1=O	x	x	x	i	-5%	-0.12	1344	26%	x	x	0.32	-0.22	0.14	-0.06	-2.1	1183	-8%
CN(c1ccccc1)c1ccc(/C=N/N2CCOCC2)cc1	4.3	3.0	2.4	i	-23%	0.04	1222	7%	i	4	-0.41	-0.17	-0.024	1.1	-1.0	964	2%
CC(=O)c1cccc(NC(=O)C2CCN(S(=O)(=O)c3ccc(C)cc3)CC2)c1	3.1	1.9	6.8	i	-3%	0.12	1205	17%	i	4	0.61	-0.27	0.18	0.57	-0.6	1204	-6%
Cc1ccccc1NC(=O)Cc1nnc(SCC(=O)c2ccc(Br)cc2)n1C	2.3	3.1	5.6	i	6%	1.5	843	-9%	i	-4	-0.44	-0.2	-0.25	0.96	x	x	7%
OCCC1CN(Cc2cnn(-c3ccccc3Cl)c2)CCN1Cc1ccsc1 (stereo not given)	7.0	1.3	11	i	-18%	0.49	1349	-24%	i	23	0.83	-0.29	0.022	-0.52	0.8	1479	-3%
Cc1ccc(C(=O)NNC(=O)Cc2ccccc2)cc1	1.3	1.2	8.2	i	2%	1.2	751	2%	i	-11	-0.35	0.038	0.13	0.53	x	x	28%
CC(CCc1ccccc1)NC(=O)CCNC(=O)Cn1ccc2ccccc2c1=O (stereo not given)	9.8	2.6	8.7	i	-29%	-1.5	1275	1%	i	8	0.35	-0.3	0.45	0.04	1.3	1085	-3%
O=C(O)c1ccc2c(c1)C(=O)N(C(Cc1ccc(O)cc1)C(=O)O)C2=O (stereo not given)	5.5	3.7	6.1	i	-23%	-0.45	1446	6%	i	2	-1.3	-0.31	-0.99	-0.042	0.4	1374	1%
CN(C)C(CNC(=O)c1ccc2c(=O)n(-c3ccccc3F)c(=S)[nH]c2c1)Cc1ccccc1 (stereo not given)	3.2	1.6	22	i	-24%	0.96	1115	-9%	i	7	-0.071	0.027	0.29	-0.12	2.5	1066	-1%
CCOC(=O)Cn1c(C(=O)OCC)cc2sccc21	3.1	2.8	8.6	i	-28%	0.79	1236	-24%	i	16	0.84	-0.24	0.99	-0.069	-4.1	1164	-5%
COC(=O)c1c(NC(=O)Cn2cnc([N+](=O)[O-])n2)sc2c1CCC(C)C2 (stereo not given)	2.0	0.7	10	i	13%	-0.1	1222	-10%	i	3	-0.14	-0.26	-0.089	0.98	4.5	462	1%
O=C(CCN1C(=O)C2C3C=CC(C4CC34)C2C1=O)Oc1ccccc1 (stereo not given)	6.6	1.1	7.7	i	-24%	-0.01	1619	18%	i	0	-0.014	-0.28	-0.15	-0.0093	4.3	871	1%
O=C(CNC(=S)N(Cc1ccccc1Cl)C1CCCC1)NCCCN1CCOCC1	2.1	2.1	3.2	i	6%	0.09	1252	-14%	i	9	-0.86	-0.22	-0.73	0.94	-1.5	1027	-1%
Cc1nc2ccc(Cl)cc2c(-c2ccccc2F)c1CC(=O)O	2.2	3.9	0.2	i	13%	0.06	1167	-3%	i	3	-0.69	-0.31	-0.66	0.65	1.5	873	6%
COCCCNC(=O)Cn1ncc2ccsc2c1=O	1.5	3.0	6.3	x	14%	0.68	1063	11%	i	4	-1.1	-0.27	-0.52	0.76	x	x	1%
Cc1ccccc1COCCN1CCN(S(=O)(=O)c2ccccc2)CCC1=O	x	x	x	i	-2%	0.01	1119	13%	x	x	0.4	-0.76	0.32	-0.024	-1.6	1225	11%
CCOC(=O)CSC1=C(C#N)C(c2ccc(C)cc2)C2=C(CCCC2=O)N1 (stereo not given)	6.2	3.2	7.5	i	-14%	0.76	1371	8%	i	0	-1.3	-0.017	-0.53	1.1	-3.7	936	9%
O=C(C[n+]1cc(-c2ccccc2)n2c1CCC2)Nc1nc(-c2ccc(F)cc2)cs1	2.6	2.2	11	i	-22%	-0.41	1507	-5%	i	-8	0.4	-0.24	0.12	-0.56	-0.8	1082	11%

Compound activity (PubChem BioAssay)
